Diaph inh CS: counter-screen for diaphorase-based assays: diaphorase inhibitors and chemical oxidizers. diaphorase resazurin-to-resorufin fluorescence, NADH, 16 min; bacterial (C. kluyveri) enzyme, not human. 190,000 compounds, 0.69% hits. AID 1217. inhibition, % at 20 µM;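 active means primary screen inhibition at 20 µM above a set limit, cut at about 50% in these data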;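 further: plate controls were DMSO with full reaction for no effect and wells lacking NADH for full effect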
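Assay system: diaphorase enzyme from Clostridium kluyveri. Quantity: enzyme working solution with 0.14 U/mL diaphorase. Schedule: reaction incubation of 16 min at room temperature. Technique: resorufin fluorescence, excitation 544 nm, emission 590 nm. Controls: No-NADH positive control and DMSO neutral control.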
STAT1 inh: STAT1 signaling inhibition; NIH 3T3 STAT1-luciferase reporter, IFN-gamma, luminescence; 200,000 compounds, 0.35% hits; inhibition, % at 5.5 µM;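 active means inhibition above a set limit, the mean inhibition across all tested compounds plus 3 SD, cut at about 34% in these data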;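 further: 0% = IFN-gamma with DMSO and 100% = IFN-gamma with 300 µM nifuroxazide; values of inactives mirror those of a sister screen read the other way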
G6PDH CS: counter-screen for G6PDH assay hits: L. mesenteroides G6PDH inhibition; inhibition, % at 5 µM; 200,000 compounds, 0.12% hits; Purified L. mesenteroides G6PDH, diaphorase/resazurin coupled fluorescence, 45 min; AID 1020; in the data active means inhibition above about 50%
Hsp70 activator: Hsp70 transcriptional activation, primary screen; HeLa Hsp70 promoter luciferase reporter, luminescence; scaled: vehicle 0, proteasome-inhibitor control 100%; activation, % at 10 µM; 200,000 compounds, 0.04% hits; AID 1203;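 active means activation above the mean across all tested compounds plus 3 SD, cutoff set per campaign, cut at about 5.5% in these data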;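 further: 100% = MG132 at 30 µM as the positive control and 0% = DMSO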
STAT3 inh: inhibitors of IL-6 induced STAT3 signaling; U3A cells, IL-6 STAT3-luciferase reporter, luminescence; host cell line lacks STAT1; inhibition, % at 5.5 µM; AID 862; 190,000 compounds, 0.89% hits;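 active means inhibition above the mean inhibition across all screened compounds plus 3 SD, cut at about 44% in these data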;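 further: 0% = DMSO only wells and 100% = 100 µM nifuroxazide control wells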
TLR4 MyD88 comp: blocks binding of human TLR4 to MyD88; O00206+Q99836; HeLa CL3-4 TLR4/MyD88 BLA complementation, FRET ratio; inhibition, % at 8.4 µM; 200,000 compounds, 0.18% hits; AID 861; in the data active means inhibition above about 25%;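 further: 0% = vehicle and 100% = reference inhibitor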
Target sequence (O00206 whole entry, looked up): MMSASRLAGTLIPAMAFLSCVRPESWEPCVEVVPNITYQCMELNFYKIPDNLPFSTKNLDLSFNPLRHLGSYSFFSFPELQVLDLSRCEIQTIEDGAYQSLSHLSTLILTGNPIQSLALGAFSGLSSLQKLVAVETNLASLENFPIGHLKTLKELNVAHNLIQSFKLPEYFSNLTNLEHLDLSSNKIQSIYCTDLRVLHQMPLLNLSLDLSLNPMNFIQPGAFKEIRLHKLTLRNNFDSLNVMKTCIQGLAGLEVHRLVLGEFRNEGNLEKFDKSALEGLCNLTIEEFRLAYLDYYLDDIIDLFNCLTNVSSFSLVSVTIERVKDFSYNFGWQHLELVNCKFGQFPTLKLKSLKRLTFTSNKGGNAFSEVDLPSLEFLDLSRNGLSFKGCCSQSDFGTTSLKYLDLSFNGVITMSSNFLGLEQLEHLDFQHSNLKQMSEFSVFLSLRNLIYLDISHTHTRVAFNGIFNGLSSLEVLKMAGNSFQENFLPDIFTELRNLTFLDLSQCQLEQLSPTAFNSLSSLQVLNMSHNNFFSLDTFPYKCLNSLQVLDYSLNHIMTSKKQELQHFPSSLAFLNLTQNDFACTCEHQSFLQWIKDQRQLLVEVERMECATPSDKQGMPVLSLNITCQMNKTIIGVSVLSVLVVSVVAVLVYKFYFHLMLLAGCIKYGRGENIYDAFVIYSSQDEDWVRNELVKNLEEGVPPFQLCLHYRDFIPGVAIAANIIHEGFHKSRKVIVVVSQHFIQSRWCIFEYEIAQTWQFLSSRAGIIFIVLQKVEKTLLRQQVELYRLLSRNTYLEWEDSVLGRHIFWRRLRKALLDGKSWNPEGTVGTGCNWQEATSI
Target sequence (Q99836 whole entry, looked up): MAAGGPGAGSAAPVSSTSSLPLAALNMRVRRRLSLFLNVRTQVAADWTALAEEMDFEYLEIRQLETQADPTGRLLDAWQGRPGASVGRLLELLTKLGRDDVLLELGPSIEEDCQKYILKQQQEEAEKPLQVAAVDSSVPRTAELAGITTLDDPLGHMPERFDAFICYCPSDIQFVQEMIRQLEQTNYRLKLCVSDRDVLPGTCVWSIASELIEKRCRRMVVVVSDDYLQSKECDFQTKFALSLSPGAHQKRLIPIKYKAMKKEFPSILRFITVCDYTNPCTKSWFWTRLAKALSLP
STAT3 act: increases IL-6 driven STAT3 reporter signal; U3A cells, IL-6 STAT3-luciferase reporter, luminescence; 100% = signal with IL-6 EC80 alone; activation (% of control), % at 5.6 µM; 190,000 compounds, 0.91% hits; AID 871;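 active means activation above the screen-wide mean of compound activation plus 3 SD, cut at about 130% in these data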;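 further: 0% = background luminescence of wells with medium and substrate only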
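Test system: Human STAT1-deficient U3A cells with stable STAT3-luciferase reporter | Also added: Interleukin-6, 33 ng/mL | Timing: Compound pre-incubation 1 h before IL-6, then 6 h stimulation at 37 °C | Technique: Luciferase reporter luminescence | Read-out: Percent of IL-6-only median luminescence | Benchmarks: IL-6-only wells as 100% reference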
STAT1 activator: increases IFN-gamma driven STAT1 reporter signal. NIH 3T3 STAT1-luciferase reporter, luminescence; 100% = IFN-gamma alone, no compound. activation (% of control), % at 5.5 µM. 200,000 compounds, 2.6% hits. AID 932;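 active means activation above the screen-wide mean activation plus 3 SD, cut at about 130% in these data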;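 further: raw ratio to IFN-gamma control signal so 100% means no change and 0% no light; values of inactives mirror those of a sister screen read the other way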
Diaph act CS: diaphorase activation or chemical reduction counter-screen; activation factor at 20 µM; 190,000 compounds, 0.005% hits; Diaphorase/resazurin coupled assay, resorufin fluorescence, 16 min; active compounds read high; 1 = vehicle wells, 0 = NADH-free wells;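 active means diaphorase activity raised at least twofold by the compound at 20 µM; inactive means activation factor below 2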
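test system = bacterial diaphorase enzyme (C. kluyveri) | quantity = enzyme 0.07 U/mL final | reagent = NADH substrate 0.114 mM plus resazurin dye 0.1 mM, final | incubation = 16 min enzyme reaction, ambient temperature | buffer or medium = HEPES pH 7.4 buffer with MgCl2 and Tween 20 | signal = fluorescence of resorufin, 544 nm excitation, 590 nm emission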
APP 5UTR inh: APP translation inhibition. 190,000 compounds, 0.82% hits. inhibition, % at 2 µM. SH-SY5Y APP 5'UTR-luciferase reporter, luminescence;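 active means inhibition above a set limit, derived from the sample mean plus 3 SD, cut at about 45% in these data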; further: values of inactives mirror those of a sister screen read the other way
* = called active by the depositor; / = not tested or not shown.

SMILES | Diaph inh CS | STAT1 inh | G6PDH CS | Hsp70 activator | STAT3 inh | TLR4 MyD88 comp | STAT3 act | STAT1 activator | Diaph act CS | APP 5UTR inh
C=CC1CN2CCC1CC2[C@@H](OC(=O)c1ccc(OC)cc1)c1ccnc2ccccc12 (stereo partly specified) | 13 | 4 | -6 | -0.2 | 3 | -13 | 98 | 96 | 0.9 | -2
Cc1ccc(OCC(=O)Nc2ccc(Cl)cc2C(=O)c2ccccc2)cc1 | 12 | 0 | -16 | -0.7 | -11 | -2 | 107 | 100 | 0.9 | 6
CCOc1ccc(Br)c(C2(O)CC(C)N(C)CC2C)c1 (stereo unspecified) | -2 | 4 | 1 | -0.2 | 2 | 5 | 103 | 97 | 1 | -1
Oc1ccc(CC2CC3CCN2CC3)cc1O (stereo unspecified) | 53* | 3 | 40 | -0.6 | 3 | -4 | 103 | 97 | 0.5 | -2
S=C1CN=C(c2ccccc2Cl)c2cc(Cl)ccc2N1 | 10 | -4 | 1 | -0.5 | 5 | -7 | 97 | 103 | 0.9 | 4
COc1ccc(CN2C(=O)CC(=O)NC2=S)cc1 | / | -4 | 12 | -0.5 | 3 | -6 | 99 | 102 | / | 4
Cc1ccc(S(=O)(=O)N(c2cc(Cl)c(O)c(Cl)c2)P(=O)(OC(C)C)OC(C)C)cc1 | 5 | -3 | -5 | -0.2 | -3 | 1 | 103 | 100 | 0.9 | -11
CN1CCN(S(=O)(=O)c2cnc(Cl)c(Br)c2)CC1 | 10 | 9 | 1 | -0.5 | -5 | -3 | 103 | 92 | 0.9 | -3
C[C@]12CC[C@@H](O)C[C@@H]1CC[C@@H]1[C@@H]2CC[C@]2(C)C(=O)CC[C@@H]12 | 13 | / | 0 | 0.6 | / | / | / | / | 0.9 | -8
CN1CCc2nc(SCc3ccccc3Br)c(C#N)cc2C1 | 27 | 4 | 0 | 0.3 | 3 | 6 | 101 | 94 | 0.7 | -5
Cc1ccc2c(c1)CC1(CN2C)C(=O)NC(=O)N(CCc2ccccc2)C1=O (stereo unspecified) | 6 | 1 | 7 | 0.0 | 1 | 5 | 105 | 99 | 0.9 | 1
Cc1ccc2c(c1)C1CN(C)CCC1N2C(=O)Nc1cccc(Cl)c1 (stereo unspecified) | -1 | 5 | 4 | -0.3 | 4 | -1 | 98 | 96 | 1 | 0
COc1cc(N2CCOCC2)ccc1C=C1C(=O)NC(=O)NC1=O | -3 | 3 | 4 | -0.1 | -1 | -7 | 102 | 97 | 1 | 21
O=C(Cc1ccccc1)N1CCN(C/C=C/c2ccccc2)CC1 | 8 | 3 | 6 | 0.2 | 6 | 0 | 95 | 97 | 0.9 | 1
c1ccc(-c2[nH]c(-c3ccccc3)[n+](CC3CO3)c2-c2ccccc2)cc1 (stereo unspecified) | 14 | -4 | -7 | -0.4 | 3 | -9 | 97 | 104 | 0.9 | 6
Cc1ccc(S(=O)(=O)CC(C)(O)C(=O)Nc2cccc(C(F)(F)F)c2)cc1 (stereo unspecified) | 14 | -5 | 2 | 0.1 | -10 | -2 | 113 | 105 | 0.9 | -5
COCCCNC(=O)c1c(NC(=O)c2ccccc2)n(Cc2ccccc2)c2nc3ccccc3nc12 | / | -3 | / | -0.2 | 12 | 1 | 95 | 102 | / | 1
c1ccc2sc(C3CCCNC3)nc2c1 (stereo unspecified) | 12 | -3 | -2 | 0.0 | -9 | 4 | 113 | 102 | 0.9 | -30
COc1cc(/C=C2\C(=O)NC(=O)N(c3ccccc3)C2=O)c([N+](=O)[O-])cc1OC | 35 | 0 | 21 | -0.1 | 7 | -17 | 102 | 100 | 0.7 | 1
CC(C)=CCOc1c2occc2cc2ccc(=O)oc12 | 26 | / | 18 | 0.2 | 6 | -1 | 92 | / | 0.7 | 5

Seven of the compounds above, with values under each structure.
Value order: Diaph inh CS, STAT1 inh, G6PDH CS, Hsp70 activator, STAT3 inh, TLR4 MyD88 comp, STAT3 act, STAT1 activator, Diaph act CS, APP 5UTR inh
> C[C@]12CC[C@@H](O)C[C@@H]1CC[C@@H]1[C@@H]2CC[C@]2(C)C(=O)CC[C@@H]12
 : 13, /, 0, 0.6, /, /, /, /, 0.9, -8
> CN1CCc2nc(SCc3ccccc3Br)c(C#N)cc2C1
 : 27, 4, 0, 0.3, 3, 6, 101, 94, 0.7, -5
> Cc1ccc2c(c1)CC1(CN2C)C(=O)NC(=O)N(CCc2ccccc2)C1=O (stereo unspecified)
 : 6, 1, 7, 0.0, 1, 5, 105, 99, 0.9, 1
> Cc1ccc2c(c1)C1CN(C)CCC1N2C(=O)Nc1cccc(Cl)c1 (stereo unspecified)
 : -1, 5, 4, -0.3, 4, -1, 98, 96, 1, 0
> COc1cc(N2CCOCC2)ccc1C=C1C(=O)NC(=O)NC1=O
 : -3, 3, 4, -0.1, -1, -7, 102, 97, 1, 21
> O=C(Cc1ccccc1)N1CCN(C/C=C/c2ccccc2)CC1
 : 8, 3, 6, 0.2, 6, 0, 95, 97, 0.9, 1
> c1ccc(-c2[nH]c(-c3ccccc3)[n+](CC3CO3)c2-c2ccccc2)cc1 (stereo unspecified)
 : 14, -4, -7, -0.4, 3, -9, 97, 104, 0.9, 6

Next part.
SMILES | Diaph inh CS | STAT1 inh | G6PDH CS | Hsp70 activator | STAT3 inh | TLR4 MyD88 comp | STAT3 act | STAT1 activator | Diaph act CS | APP 5UTR inh
O=C(Nc1cccc(OC(=O)N2CCCCC2)c1)N1CCCCC1 | -2 | 3 | 13 | -0.5 | 18 | 5 | 89 | 97 | 1 | 14
COc1cc(CN2CCCC(C(=O)c3sccc3C)C2)cc(OC)c1O (stereo unspecified) | 25 | 2 | 57* | -0.2 | 2 | 7 | 103 | 98 | 0.7 | 18
CCN(CC)c1ccc(N=Cc2c(O)n(CCc3ccc(OC)c(OC)c3)c(=O)[nH]c2=O)cc1 | 45 | 0 | -7 | -0.5 | -5 | -8 | 100 | 100 | 0.6 | 0
CN1CCN(c2ncnc3ccc(Br)cc23)CC1 | 11 | 9 | 6 | -0.1 | 15 | 8 | 91 | 92 | 0.9 | -7
CC1=NN(c2ccccc2)C(=O)C1/C=C1/C(=O)NC(=O)N(c2cccc(C)c2)C1=O (stereo unspecified) | 25 | -5 | -3 | 0.7 | -50 | -15 | 150* | 105 | 0.8 | -7
Cn1cccc1/C=C1\C(=O)NC(=O)N(CCC2=CCCCC2)C1=O | 14 | -1 | -8 | -0.3 | 3 | 4 | 100 | 101 | 0.9 | 1
CN(C)c1nc(N(C)C)nc(N(C#N)CCCl)n1 | -16 | 0 | 9 | 0.1 | 23 | -15 | 86 | 99 | 1.2 | -21
CCN(CC)CCCN=C(C)c1c(O)n(-c2ccccc2)c(=O)[nH]c1=O | 12 | -6 | 11 | -0.2 | 1 | -8 | 105 | 106 | 0.9 | -13
CN1C(=O)COc2c(C(=O)NC3CN4CCC3CC4)cc(Cl)cc21 (stereo unspecified) | 14 | / | 4 | -0.1 | / | / | / | / | 0.9 | /
CNc1cc(N2CCNCC2)ccc1[N+](=O)[O-] | 8 | -8 | 2 | -0.1 | 5 | 13 | 100 | 106 | 0.9 | -16
COCCCNC(=O)c1c(NC(=O)c2ccco2)n(Cc2ccccc2)c2nc3ccccc3nc12 | 34 | 7 | 9 | -0.5 | 1 | -3 | 106 | 94 | 0.7 | -1
COc1cc(CC2(CCc3ccncc3)C(=O)NC(=O)NC2=O)cc(OC)c1OC | 15 | 2 | 6 | -0.2 | 1 | 3 | 101 | 97 | 0.8 | 8
O=c1c2ccccc2nc(/C=C/c2ccc(O)cc2)n1-c1cccc(O)c1 | 14 | 20 | 5 | -0.3 | 24 | 6 | 83 | 81 | 0.9 | -26
C[C@H]1CCC[C@H](O)CCCCCc2cc(O)cc(O)c2C(=O)O1 | 14 | 1 | 5 | 0.1 | 28 | 7 | 77 | 99 | 0.9 | 0
CCC(=NC1CCN(Cc2ccccc2)CC1)c1c(O)[nH]c(=O)[nH]c1=O | -7 | 0 | 0 | 0.1 | 8 | -1 | 101 | 100 | 1.1 | 6
COc1ccccc1N1CCN(Cc2ccccc2Cl)CC1 | 37 | 1 | -2 | 0.3 | 12 | 9 | 94 | 99 | 0.6 | 3
CCCCCCOc1ccc(CN2CCN(CCO)CC2)cc1 | 8 | -16 | 2 | -0.3 | 1 | -10 | 102 | 115 | 0.9 | -122
C[C@H](O)[C@H]1CC[C@H]2[C@@H]3CCC4=CC(=O)CC[C@]4(C)[C@H]3CC[C@]12C | 0 | 4 | 19 | -0.3 | 15 | -1 | 89 | 96 | 1 | -13
O=c1[nH]c(O)c(N=Nc2cc([N+](=O)[O-])ccc2O)c(=O)[nH]1 | 66* | 17 | 42 | -0.4 | 4 | 5 | 100 | 82 | 0.3 | -14
NC(=O)CN1CCCC1=O | -1 | 2 | 14 | -0.3 | 3 | -15 | 99 | 98 | 1 | -1
CSc1nnc([C@@H](N)Cc2ccccc2)o1 | 20 | -3 | -1 | -0.3 | 10 | -5 | 97 | 102 | 0.8 | 18
CC(=O)c1c(O)n(C2CCCCCC2)c(=O)[nH]c1=O | 11 | 8 | 0 | -0.2 | 12 | -6 | 93 | 93 | 0.9 | -1
Nc1cncc(C(=O)O)c1 | -13 | -2 | 3 | 0.0 | 12 | 4 | 94 | 99 | 1.1 | -4
COc1ccccc1N1C(=O)NC(=O)/C(=C/c2ccc3c4c(cccc24)CC3)C1=O | -1 | -2 | -12 | -0.4 | 13 | -4 | 86 | 102 | 1 | 3
CCC(=NCc1cccnc1)c1c(O)n(Cc2ccccc2)c(=O)[nH]c1=O | 16 | 8 | 4 | -0.1 | -6 | 0 | 110 | 93 | 0.8 | -22
CCOC(=O)/C(=N\Nc1ccccc1)N1CC1 | 4 | 3 | 4 | -0.3 | 5 | -3 | 103 | 96 | 1 | 7
O=c1[nH]c(=S)n(Cc2ccc(F)cc2)c(O)c1C=NCC1CCCO1 (stereo unspecified) | 17 | 3 | 10 | 0.4 | -2 | 5 | 101 | 97 | 0.8 | 14
COc1ccc(CCNC(C)CCc2ccc(OC)cc2)cc1 (stereo unspecified) | -5 | 3 | 7 | -0.3 | -5 | -10 | 109 | 97 | 1.1 | -11
O=C(Cc1ccccc1)OC(COCc1ccccc1)CN1CCOCC1 (stereo unspecified) | 20 | -3 | -6 | -0.2 | 3 | 3 | 99 | 102 | 0.8 | -14

High-throughput results as filed in PubChem BioAssay.

These rows are one share of the data; count on the stated rates, not on these rows.
